# Screening data: PubChem, several laboratories
# SRC3 inh: inhibitors of human steroid receptor coactivator 3 (SRC3); HEK293 GAL4-SRC3 luciferase reporter, luminescence; hit rate 0.17% among 360,000; Q9Y6Q9; inhibition, % at 3.6 µM;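 active means inhibition above a per-campaign cutoff, the mean of all compounds plus 3 SD, cut at about 60% in these data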;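 further: 0% = DMSO-treated cells and 100% = gossypol-treated cells at 36 µM; higher means less SRC3-driven luciferase light from the GAL4 reporter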
# TLR9-MyD88 block: inhibitors of human TLR9-MyD88 binding. Q9NR96+Q99836. CHO BLA complementation TLR9-MyD88, CCF4 FRET ratio. inhibition, % at 4.98 µM. hit rate 0.21% among 340,000;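 active means inhibition above the mean over all tested compounds plus 3 SD, cut at about 21% in these data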;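 further: 0% = DMSO only wells and 100% = clavulanate BLA inhibitor control wells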
# NOD2 RIPK2 PPI: blocks binding of human NOD2 to RIPK2. O43353. CHO BLA complementation NOD2-RIPK2, CCF4 ratio. inhibition, % at 4.98 µM. hit rate 0.38% among 360,000. AID 624267; in the data active means inhibition above about 21%;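 further: 0% = vehicle only and 100% = reference blocker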
# Vif imaging: HIV Vif inhibition | HEK293T cells, Vif self-association by quenched fluorescence, imaging, 24 h | inhibition, % at 7.49 µM | hit rate 0.35% among 340,000 | AID 602346; in the data active means inhibition above about 50%, passing the limit was not always enough; further: some results filed as inactive read as strong as hits
# SRC2 inh: inhibits human steroid receptor coactivator 2 | Q15596 | HEK293 GAL4-SRC2 luciferase reporter, luminescence | inhibition, % at 9 µM | hit rate 0.17% among 370,000;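 active means inhibition above the mean inhibition of all tested compounds plus 3 SD, set per campaign, cut at about 52% in these data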;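 further: 0% = DMSO treated cells and 100% = cells given Gossypol at 36 µM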
# NR5A2 inv ag: suppresses constitutive activity of human LRH-1 | HEK293T StAR-luciferase reporter, LRH-1 transfected, 24 h | hit rate 0.13% among 360,000 | inhibition, % at 3.6 µM | AID 602396 | O00482;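 active means inhibition above the mean inhibition of all tested compounds plus 3 SD, cut at about 73% in these data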;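 further: 0% = DMSO wells and 100% = reporter-only cells lacking LRH-1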
# TROY NFkB inh: inhibitors of TROY-dependent NF-kB signaling | Q293 LMP1-TROYcd NF-kB luciferase reporter, 4 h | inhibition, % at 10 µM | hit rate 0.98% among 360,000;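 active means compounds whose plate-normalised and pattern-corrected inhibition of the luciferase reporter signal at the single screening dose is 50% or more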
# TRAIL sens C8: caspase-8 TRAIL sensitization; inhibition (viability loss, TRAIL sensitization), % at 10 µM; NB7+C8 cells + TRAIL, ATPlite viability luminescence; hit rate 1% among 360,000;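 active means compounds causing at least 50% loss of cell viability in the single-dose screen, relative to plate controls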
# EBV LMP1 NFkB: Epstein-Barr LMP1 NF-kappaB reporter inhibition; inhibition, % at 12.5 µM; LMP1-induced NF-kappaB luciferase reporter cells, luminescence; hit rate 0.69% among 350,000; in the data active means inhibition above about 41%;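 further: 0% = neutral control wells and 100% = reference inhibitor control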
# SRC1 inh: inhibitors of human steroid receptor coactivator 1 (SRC1) | Q15788 | hit rate 0.12% among 360,000 | inhibition, % at 3.6 µM | HEK293 GAL4-SRC1 luciferase reporter, luminescence;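 active means inhibition above the campaign mean plus 3 SD, with each screening campaign given its own cutoff, cut at about 60% in these data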;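 further: 0% = DMSO treated cells and 100% = gossypol at 36 µM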
# Target sequence (Q15788 whole entry, looked up, the tested form may be a part): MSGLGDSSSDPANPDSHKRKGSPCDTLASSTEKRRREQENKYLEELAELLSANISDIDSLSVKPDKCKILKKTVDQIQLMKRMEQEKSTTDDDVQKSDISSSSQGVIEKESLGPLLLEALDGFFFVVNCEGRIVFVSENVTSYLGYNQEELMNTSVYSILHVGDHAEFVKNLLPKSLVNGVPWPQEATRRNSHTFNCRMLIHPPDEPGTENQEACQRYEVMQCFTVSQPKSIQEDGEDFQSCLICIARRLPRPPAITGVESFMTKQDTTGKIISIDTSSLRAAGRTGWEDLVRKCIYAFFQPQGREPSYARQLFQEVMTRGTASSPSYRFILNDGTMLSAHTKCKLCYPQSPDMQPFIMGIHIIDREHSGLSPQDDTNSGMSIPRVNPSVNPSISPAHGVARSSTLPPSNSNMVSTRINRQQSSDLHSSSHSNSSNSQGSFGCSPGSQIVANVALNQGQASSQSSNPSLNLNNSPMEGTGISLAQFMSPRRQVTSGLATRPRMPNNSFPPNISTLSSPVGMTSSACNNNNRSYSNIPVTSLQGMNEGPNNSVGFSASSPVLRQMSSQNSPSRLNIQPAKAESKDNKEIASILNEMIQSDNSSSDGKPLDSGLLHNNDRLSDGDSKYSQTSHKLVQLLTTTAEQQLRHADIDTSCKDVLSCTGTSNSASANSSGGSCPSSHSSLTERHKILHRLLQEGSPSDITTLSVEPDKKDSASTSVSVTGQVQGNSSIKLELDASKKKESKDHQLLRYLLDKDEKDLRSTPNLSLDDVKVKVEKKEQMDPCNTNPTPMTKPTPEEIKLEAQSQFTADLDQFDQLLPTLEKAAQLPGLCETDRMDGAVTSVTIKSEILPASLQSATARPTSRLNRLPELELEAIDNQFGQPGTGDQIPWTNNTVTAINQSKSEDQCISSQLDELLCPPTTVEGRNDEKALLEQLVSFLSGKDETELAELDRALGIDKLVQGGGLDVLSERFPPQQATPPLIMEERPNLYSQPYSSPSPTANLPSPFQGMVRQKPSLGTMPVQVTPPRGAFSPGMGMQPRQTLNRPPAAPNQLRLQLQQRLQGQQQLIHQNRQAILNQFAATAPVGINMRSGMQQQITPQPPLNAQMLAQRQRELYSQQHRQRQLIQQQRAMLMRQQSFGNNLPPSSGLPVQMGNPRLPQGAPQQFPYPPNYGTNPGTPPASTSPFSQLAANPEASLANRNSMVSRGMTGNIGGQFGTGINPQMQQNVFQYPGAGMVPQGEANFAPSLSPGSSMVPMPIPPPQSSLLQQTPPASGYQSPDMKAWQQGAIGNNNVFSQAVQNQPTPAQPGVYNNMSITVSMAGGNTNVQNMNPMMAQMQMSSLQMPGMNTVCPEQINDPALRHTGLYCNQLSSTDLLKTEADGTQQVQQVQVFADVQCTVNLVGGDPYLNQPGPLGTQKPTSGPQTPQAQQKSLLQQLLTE
# COUP-TFII inh: inhibitors of human COUP-TFII (NR2F2) | HEK293T NGFI-A luciferase reporter, luminescence | inhibition, % at 8.6 µM | P24468 | AID 686940 | hit rate 0.7% among 370,000;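 active means inhibition above a per-plate cutoff, mean inhibition of test wells between control levels plus 3 SD, cut at about 38% in these data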;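 further: cells cotransfected with COUP-TFII expression vector driving the NGFI-A reporter; 0% = median of COUP-TF2 test wells and 100% = reporter-only cells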
# The depositor's hits bear a star; x = not tested or not shown. An excerpt. The share of hits here may be higher or lower than overall.
SMILES,SRC3 inh,TLR9-MyD88 block,NOD2 RIPK2 PPI,Vif imaging,SRC2 inh,NR5A2 inv ag,TROY NFkB inh,TRAIL sens C8,EBV LMP1 NFkB,SRC1 inh,COUP-TFII inh
Cc1c(Cl)ccc2c1NC(=O)[C@]21[C@@H]2C(=O)N(Cc3ccccc3)C(=O)[C@@H]2[C@@H]2CCCN21,6,1,-2,11,13,15,3,7,-14,-9,-2
CN1CCc2nc(NC(=O)COc3ccc4ccccc4c3)sc2C1,13,-5,8,x,8,-1,-16,-2,15,0,-9
NS(=O)(=O)c1cccc(NC(=O)COc2ncnc3c2cnn3-c2ccccc2)c1,6,0,-4,-12,-8,-4,3,6,1,-5,11
CCCCCCN=C1CC(C)(C)CC(=O)/C1=C(/O)CCC,12,-4,-6,7,20,4,-5,-6,7,20,13
CN(C)c1ccc(/C=N/NC(=O)c2ccc3c(c2)OCO3)cc1,-29,4,-2,-4,-58,-39,-41,20,-5,-35,-45
COc1ccc(CCNC(=O)CCC(=O)NC2CCCCC2)cc1OC,-4,-10,-8,-3,-4,6,9,11,4,-3,0
Cc1ccc(CN2CC(C(=O)N3CCN(c4ccccc4Cl)CC3)CC2=O)cc1 (stereo not drawn),12,-21,6,-3,12,1,19,9,4,-5,-21
O=C(CN1C(=O)S/C(=C\c2ccc(Cl)cc2)C1=O)NCCCn1ccnc1,-1,13,0,14,14,2,-18,10,-2,4,7
CC1CCCC(C)N1C(=O)COC(=O)c1cccnc1Cl (stereo not drawn),11,-2,6,-3,-8,-2,-19,-5,2,-20,-21
COC(=O)C1CN(C(=O)C(C)Oc2cc(C)ccc2C(C)C)c2ccccc2O1 (stereo not drawn),-12,-1,6,4,-35,0,-1,-5,4,4,5
COc1ccccc1N1CCN(C(=O)CCCn2nc(C)c([N+](=O)[O-])c2C)CC1,-10,-3,-18,0,21,-6,-4,-15,6,7,0
CCN(C(=O)CCNC(=O)Cn1cnc2ccccc2c1=O)c1ccccc1F,-6,-1,-13,4,0,-2,-9,-12,5,13,0

# Full records from above. Values in the order: SRC3 inh | TLR9-MyD88 block | NOD2 RIPK2 PPI | Vif imaging | SRC2 inh | NR5A2 inv ag | TROY NFkB inh | TRAIL sens C8 | EBV LMP1 NFkB | SRC1 inh | COUP-TFII inh
# CC1CCCC(C)N1C(=O)COC(=O)c1cccnc1Cl (stereo not drawn) across the screens: 11 | -2 | 6 | -3 | -8 | -2 | -19 | -5 | 2 | -20 | -21
# COc1ccccc1N1CCN(C(=O)CCCn2nc(C)c([N+](=O)[O-])c2C)CC1 across the screens: -10 | -3 | -18 | 0 | 21 | -6 | -4 | -15 | 6 | 7 | 0
# Cc1c(Cl)ccc2c1NC(=O)[C@]21[C@@H]2C(=O)N(Cc3ccccc3)C(=O)[C@@H]2[C@@H]2CCCN21 across the screens: 6 | 1 | -2 | 11 | 13 | 15 | 3 | 7 | -14 | -9 | -2

# Next section.
SMILES,SRC3 inh,TLR9-MyD88 block,NOD2 RIPK2 PPI,Vif imaging,SRC2 inh,NR5A2 inv ag,TROY NFkB inh,TRAIL sens C8,EBV LMP1 NFkB,SRC1 inh,COUP-TFII inh
O=C(c1ccc(Cn2c(=S)[nH]c3ccccc3c2=O)cc1)N1CCN(c2ccccn2)CC1,13,0,-1,-25,-2,-1,49,7,19,6,-1
COc1cccc(C(=O)NNS(=O)(=O)c2ccc(C)cc2)c1,-3,-15,0,-2,16,5,5,0,3,-1,-15
c1ccc(-c2ccc3c(c2)c2c4n3CCN=C4CCC2)cc1,-1,10,6,3,7,-2,-10,9,5,-8,0
O=C(COc1cccc(F)c1)N[C@@H](Cc1ccccc1)c1nc2ccccc2[nH]1,2,-3,-2,-12,1,11,19,0,-9,-8,6
O=C(O)c1ccc(CSCc2ccccc2)o1,-23,-6,-15,-5,-10,-10,-6,-2,-1,-5,0
C=CCn1c(CNC(=O)c2ccccc2F)nnc1SCc1nc2ccccc2c(=O)[nH]1,-16,13,2,1,10,-5,13,-4,2,-11,-2
CCc1sc(NC(=O)CN2CCOCC2)nc1-c1ccccc1,7,-12,-12,-7,34,6,5,26,1,-3,13
CCc1nc2c(cnn2-c2ccc(F)cc2)c(=O)n1-c1ccc(N2CCC(C)CC2)cc1,-2,9,2,-13,6,-10,-1,9,11,16,11
CCCCc1ccc(S(=O)(=O)NC(=O)C2(C)CCN2C(=O)Cc2ccccc2)cc1 (stereo not drawn),-22,x,6,21,-9,17,-13,-14,x,-22,2
CCCCOc1ccc(Cc2c(Cl)nc(SC)nc2N2CCOCC2)cc1,-6,8,-5,-3,2,15,9,-8,1,-24,1
CCCNC(=O)C(Cc1ccccc1)NC(=O)c1ccc(C(F)(F)F)cc1 (stereo not drawn),-3,-8,-9,x,1,-12,-11,0,-1,-3,-8
O=C(COC(=O)c1cc(=O)c2ccccc2o1)NCc1ccccc1,11,0,-5,-14,-5,-4,-7,6,10,-1,-1
S=C(Nc1ccccn1)Nc1ccccc1Cl,-30,4,-2,2,-37,-33,-54,-4,-8,-28,-38
O=C(N/N=C/c1ccccn1)c1cc(Br)ccc1O,2,-3,-1,4,-26,-13,-38,7,1,-4,2
CC1CCN(CCc2nc3cc(NC(=O)COc4ccc([N+](=O)[O-])cc4)ccc3n2C)CC1,22,-6,6,1,-10,22,5,14,22,-18,-7
CCCNC(=O)C(Cc1ccccc1C)NC(=O)c1ccc(C(F)(F)F)cc1 (stereo not drawn),1,1,8,x,2,-4,-4,2,9,1,3
CCCN(CC(=O)Nc1cc(Cl)ccc1Cl)C(=O)/C=C/c1cc(OC)ccc1OC,9,-5,2,8,13,8,17,6,10,6,11
COc1ccc(-c2cc(C(F)F)n3ncc(C(=O)N4CCN(C)CC4)c3n2)cc1,18,-7,4,14,8,14,4,-9,-11,-1,-11
O=C(O)CN(c1cccc(C(F)(F)F)c1)S(=O)(=O)c1ccccc1,7,-1,6,4,-11,8,9,1,5,-5,4
COC(=O)c1cc(OC)c(OC)cc1NC(=S)N1CCN(c2ccccn2)CC1,-10,1,-4,-1,6,-4,-9,0,2,8,-7
COc1ccc(C(O)c2ncc(-c3ccccc3OC)[nH]2)cc1 (stereo not drawn),3,x,-4,x,-8,8,-8,8,x,6,5
OC(CNCc1ccccc1)COCc1ccc(Cl)cc1 (stereo not drawn),-5,-1,-10,22,-11,9,-9,5,-3,-14,3
CN(CC(=O)Nc1ccc(F)c(F)c1)S(=O)(=O)c1cccc2cccnc12,-49,-4,-4,8,13,-14,-5,4,-1,5,-4
O=C(N/C(=C/c1cccnc1)C(=O)N1CCOCC1)c1ccccc1F,-3,-5,5,-8,-21,17,18,-12,0,7,6

# Sorted by the number under NR5A2 inv ag (ascending): some entries from above
Compound	NR5A2 inv ag
CN(CC(=O)Nc1ccc(F)c(F)c1)S(=O)(=O)c1cccc2cccnc12	-14
c1ccc(-c2ccc3c(c2)c2c4n3CCN=C4CCC2)cc1	-2
COC(=O)C1CN(C(=O)C(C)Oc2cc(C)ccc2C(C)C)c2ccccc2O1 (stereo not drawn)	0
COc1cccc(C(=O)NNS(=O)(=O)c2ccc(C)cc2)c1	5
O=C(COc1cccc(F)c1)N[C@@H](Cc1ccccc1)c1nc2ccccc2[nH]1	11
Cc1c(Cl)ccc2c1NC(=O)[C@]21[C@@H]2C(=O)N(Cc3ccccc3)C(=O)[C@@H]2[C@@H]2CCCN21	15

# (more compounds)
SMILES,SRC3 inh,TLR9-MyD88 block,NOD2 RIPK2 PPI,Vif imaging,SRC2 inh,NR5A2 inv ag,TROY NFkB inh,TRAIL sens C8,EBV LMP1 NFkB,SRC1 inh,COUP-TFII inh
COc1cc(OC)cc(C(=O)NN2CCOCC2)c1,-2,7,2,-2,2,3,-15,-12,0,9,-4
COc1ccccc1N1CCN(C2CCCN(C(=O)c3ccnc4ccc(C)cc34)C2)CC1 (stereo not drawn),14,-13,-10,0,7,-8,0,-13,3,12,15
Cc1ccc(NC2=C(CC(=O)O)C(c3ccccc3)N(c3ccc(C)cc3)C2=O)cc1 (stereo not drawn),12,-14,-10,-11,-8,-17,-59,4,0,-27,5
Nc1nc(-c2ccccc2)nc2nonc12,-14,14,4,11,-11,-35,-18,-19,-2,-8,-4
OC[C@@H]1CN(Cc2ccccc2)C[C@H](n2cnc3c(NC4CCCC4)ncnc32)O1,-1,x,-9,-1,-5,19,-20,-10,x,8,16
CCC1CO/C(=C(\C(Cl)=C(Cl)Cl)[N+](=O)[O-])N1 (stereo not drawn),3,x,-8,2,-3,11,7,-8,-9,-2,-9
O=C(Nc1c2c(nn1-c1ccccc1)CS(=O)(=O)C2)C1CC1,-14,4,-7,6,-25,-1,6,-5,4,-8,-26
CCc1nc2ccccc2n1CCC(C)C,2,-2,-3,-2,-35,-19,-23,3,-2,-3,-2
CC1OC(C2CCCCC2)Cc2[nH]c(=S)[nH]c(=O)c21 (stereo not drawn),x,x,-16,x,-6,-12,-5,13,x,x,11
O=C1C=CC(c2c[nH]c3ccccc23)CC1 (stereo not drawn),x,x,-8,x,21,14,-6,4,x,x,-2
Cc1ccccc1C(=O)Nc1nnc(-c2ccc(F)cc2)o1,-26,-3,6,13,-11,-2,-3,6,12,-1,-9
Cc1cccc(C)c1NC(=O)C1(C)CCC(=O)N1c1cc(C(C)(C)C)nn1C (stereo not drawn),-3,x,-22,x,-46,11,7,4,x,25,-7
Cc1ccc(-n2[nH]c(C)c(/C=N/N3C(=O)c4cccc5cccc(c45)C3=O)c2=O)cc1,-13,x,-6,0,-2,3,-28,23,0,2,-10
O=C(CCn1cncn1)N1CCN(S(=O)(=O)c2ccc(Cl)cc2)CC1,-4,5,-8,20,8,-4,0,4,5,9,-16
CCn1cc(CN2CCN(Cc3ccc(OC)c(C)c3C)C(CCO)C2)c(C)n1 (stereo not drawn),3,-2,-5,-5,-9,16,-1,2,2,-13,9
COc1ccc(C2NCCn3cccc32)cc1 (stereo not drawn),-7,-2,-2,-7,-22,-1,2,3,-10,-8,4
COC(=O)CCC(=O)NNC(=O)c1cccc(Br)c1,15,8,-12,-3,-4,-5,-4,-4,0,-13,4
NC(=O)c1nn(-c2ccccc2)nc1NC(=O)Cn1nnc(-c2ccccc2)n1,10,-10,-5,-2,5,11,14,-1,-39,5,5
CC(C)CNS(=O)(=O)c1ccc(S(=O)(=O)NC2CCOC(C)(C)C2)cc1 (stereo not drawn),11,3,1,-4,9,23,-17,-14,3,6,-7

# An excerpt from above in order of molecular weight, falling:
SMILES,SRC3 inh,TLR9-MyD88 block,NOD2 RIPK2 PPI,Vif imaging,SRC2 inh,NR5A2 inv ag,TROY NFkB inh,TRAIL sens C8,EBV LMP1 NFkB,SRC1 inh,COUP-TFII inh
Cc1ccc(-n2[nH]c(C)c(/C=N/N3C(=O)c4cccc5cccc(c45)C3=O)c2=O)cc1,-13,x,-6,0,-2,3,-28,23,0,2,-10
CC(C)CNS(=O)(=O)c1ccc(S(=O)(=O)NC2CCOC(C)(C)C2)cc1 (stereo not drawn),11,3,1,-4,9,23,-17,-14,3,6,-7
NC(=O)c1nn(-c2ccccc2)nc1NC(=O)Cn1nnc(-c2ccccc2)n1,10,-10,-5,-2,5,11,14,-1,-39,5,5
O=C(CCn1cncn1)N1CCN(S(=O)(=O)c2ccc(Cl)cc2)CC1,-4,5,-8,20,8,-4,0,4,5,9,-16
COC(=O)CCC(=O)NNC(=O)c1cccc(Br)c1,15,8,-12,-3,-4,-5,-4,-4,0,-13,4
